SARS 3CLpro inh: SARS-CoV 3CLpro protease inhibitors, primary screen, biochemical, quenched FRET | Replicase polyprotein 1ab (Severe acute respiratory syndrome coronavirus), P0C6X7 | AID 1706, 2009 | recombinant SARS-CoV 3CLpro, quenched FRET peptide cleavage | inhibition, % at 6 µM | 290,000 compounds, 0.14% hits; in the data active = inhibition above about 12%
TcdB inh: TcdB glycohydrolase inhibitors, primary screen, biochemical, single point, plate reader. Toxin B (Clostridioides difficile), P18177. TcdB glycohydrolase enzymatic assay. inhibition, % at 9.99 µM. 350,000 compounds, 0.24% hits. AID 652162, 2013; in the data active = inhibition above about 10%
Y pestis TopoI: Yersinia pestis topoisomerase I inhibitors, primary screen, biochemical, cleavage product accumulation, plate reader, single point | DNA topoisomerase I (Yersinia pestis CO92) | Y. pestis Topo-I cleavage product accumulation | activity, % at 10 µM | 360,000 compounds, 0.064% hits; in the data active = activity above about 50%, passing the limit was not always enough; also: inactives centre near 2
SSB-PriA inh: inhibitors of Klebsiella pneumoniae PriA binding to SSB C-terminal tail, primary screen, biochemical, AlphaScreen; AlphaScreen SSBct-PriA binding, biotinylated peptide; inhibition, % at 33 µM; 430,000 compounds, 0.6% hits; AID 1272365, 2023; in the data active = inhibition mostly above about 37%, no sharp cut-off; inactive = mostly below about 20%;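 also: plate controls were negative control peptide for no effect and reference peptide for full effect; strong numbers were not always called active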
BH1578 lux ind: inducers of Vibrio cholerae quorum light production without autoinducers, primary screen, BH1578 luxS cqsA deficient, single point; 350,000 compounds, 0.16% hits; activation, % at 18.7 µM; AID 588436, 2011; V. cholerae BH1578 lux reporter, luminescence, 6 h; in the data active = activation mostly above about 9.7%, no sharp cut-off; also: not every result past the cut was called active; inactives centre near 0; reference of the scale not given here
Rv3671c protease: Rv3671c serine protease inhibitors, primary screen, biochemical, fluorescence polarization, M. tuberculosis H37Rv. P9WHR9. inhibition, % at 5.96 µM. 320,000 compounds, 0.048% hits; in the data active = inhibition above about 38%;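 also: extracellular domain of Rv3671c used as enzyme; 0% = enzyme with DMSO and 100% = no enzyme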
Target sequence (P9WHR9 whole entry, looked up, the tested form may be a part): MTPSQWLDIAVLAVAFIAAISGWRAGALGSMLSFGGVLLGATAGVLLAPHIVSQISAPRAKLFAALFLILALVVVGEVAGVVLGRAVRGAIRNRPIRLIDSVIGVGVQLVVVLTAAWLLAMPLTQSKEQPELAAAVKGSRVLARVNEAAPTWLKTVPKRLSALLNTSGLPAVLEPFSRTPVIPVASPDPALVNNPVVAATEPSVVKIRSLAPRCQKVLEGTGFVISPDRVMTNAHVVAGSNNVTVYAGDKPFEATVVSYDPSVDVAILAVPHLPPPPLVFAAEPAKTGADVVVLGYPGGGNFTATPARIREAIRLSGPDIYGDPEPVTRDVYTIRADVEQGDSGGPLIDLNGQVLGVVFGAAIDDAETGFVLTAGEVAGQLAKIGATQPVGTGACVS
MazEF act: activators of E. coli MazEF toxin-antitoxin RNase, primary screen, biochemical, fluorescence, uHTS; activation, % at 20 µM; 350,000 compounds, 0.32% hits; Endoribonuclease toxin MazF (Escherichia coli (strain K12)), P0AE70; FAM/BHQ RNA-DNA oligo cleavage fluorescence, 5 h; in the data active = activation above about 50%
Target sequence (P0AE70 whole entry, looked up): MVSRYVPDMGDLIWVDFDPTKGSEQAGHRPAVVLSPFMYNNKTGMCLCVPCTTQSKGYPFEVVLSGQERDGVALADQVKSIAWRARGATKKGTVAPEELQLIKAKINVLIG
CCHF vOTU inh: CCHFV vOTU protease inhibitors, primary screen, biochemical, Pep-AMC substrate, fluorescence. Crimean-Congo hemorrhagic fever virus L polyprotein viral ovarian tumor (vOTU) protease …. inhibition, % at 11.5 µM. 370,000 compounds, 0.55% hits. AID 651958, 2012; in the data active = inhibition above about 30%; also: 0% = vehicle wells with enzyme and 100% = no enzyme wells
PrPC TRFRET: inhibitors of human cell surface prion protein PrPC, primary screen, cell-based, TR-FRET; inhibition, % at 13.8 µM; TR-FRET read-out; 370,000 compounds, 0.43% hits; Major prion protein (Homo sapiens), P04156; in the data active = inhibition above about 24%; also: 0% = median of the test wells and 100% = reference compound wells
DUSP3 inh: VHR1 phosphatase inhibitors, primary screen, biochemical, absorbance, uHTS; 290,000 compounds, 0.52% hits; inhibition, % at 13.3 µM; AID 1654, 2009; recombinant VHR phosphatase, pNPP absorbance; in the data active = inhibition above about 50%; also: some compounds called inactive have numbers as strong as hits
Target sequence (P51452 whole entry, looked up): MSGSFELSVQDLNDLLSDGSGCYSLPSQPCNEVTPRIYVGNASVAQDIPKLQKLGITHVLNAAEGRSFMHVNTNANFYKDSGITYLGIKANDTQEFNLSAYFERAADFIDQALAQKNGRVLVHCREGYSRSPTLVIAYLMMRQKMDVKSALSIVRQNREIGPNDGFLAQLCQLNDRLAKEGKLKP
An asterisk follows results filed as active; & = joins results of further samples. An excerpt; rates above refer to the full screens.

`N#CCCN(C(=O)COC(=O)C1CCN(S(=O)(=O)c2ccccc2C(F)(F)F)CC1)c1ccccc1` gave TcdB inh 3.9, Y pestis TopoI 23, SSB-PriA inh -3, BH1578 lux ind -0.8, MazEF act 6, CCHF vOTU inh 3 and PrPC TRFRET 9.
Screening Cc1cccc(NC(=S)NCc2cccs2)c1 returned SARS 3CLpro inh -2, TcdB inh 2.0, Y pestis TopoI 8, SSB-PriA inh -12, BH1578 lux ind inactive, Rv3671c protease 1, MazEF act 0, CCHF vOTU inh 0, PrPC TRFRET 9 and DUSP3 inh 19.
`Cc1cccc(S(=O)(=O)Nc2nc3ccccc3nc2Nc2ccc3c(c2)OCO3)c1` gave SARS 3CLpro inh 1, TcdB inh -2.5, Y pestis TopoI -4, SSB-PriA inh -16, BH1578 lux ind -3.1, Rv3671c protease -11, MazEF act 8, CCHF vOTU inh 8, PrPC TRFRET 0 and DUSP3 inh -2.
CC(C)(C)NC(=O)COC(=O)c1cc(Br)ccc1Cl was read as SARS 3CLpro inh 3, TcdB inh 1.5, Y pestis TopoI 6, SSB-PriA inh -21, BH1578 lux ind inactive, Rv3671c protease -13, MazEF act 13, CCHF vOTU inh 3, PrPC TRFRET -4 and DUSP3 inh 17.
CN(C)CCCNC(=S)NCc1ccc(Cl)cc1 was read as SARS 3CLpro inh -2, Y pestis TopoI -4, SSB-PriA inh 6, BH1578 lux ind -0.3, Rv3671c protease 0, MazEF act -2, CCHF vOTU inh -4, PrPC TRFRET 0 and DUSP3 inh 24.
COc1ccc(/C=C(\NC(=O)c2ccccc2)C(=O)NCc2ccco2)cc1OC was read as SARS 3CLpro inh 1, TcdB inh 0.4, Y pestis TopoI 4, SSB-PriA inh -2, BH1578 lux ind -6.2, Rv3671c protease 1, MazEF act 10, CCHF vOTU inh -11, PrPC TRFRET 2 and DUSP3 inh 7.
For CCN(C(=O)c1ccc2c(c1)OCO2)C12CC3CC(CC(C3)C1)C2 the results were TcdB inh -0.7, Y pestis TopoI 5, SSB-PriA inh -4, BH1578 lux ind 1.0, Rv3671c protease -4, MazEF act -1, CCHF vOTU inh 9 and PrPC TRFRET -3.
For Cc1ccc(S(=O)(=O)N2CCCN(C)CC2)cc1 the results were SARS 3CLpro inh 1, TcdB inh -10, Y pestis TopoI -1, SSB-PriA inh -5, BH1578 lux ind inactive, Rv3671c protease -1, MazEF act -2, CCHF vOTU inh -10 and PrPC TRFRET 4.
For COc1ccc(C(=O)N2CCN(S(=O)(=O)c3ccc(Br)cc3)CC2)cc1 the results were TcdB inh -1.1, Y pestis TopoI 18, SSB-PriA inh 2, BH1578 lux ind inactive, Rv3671c protease 4, MazEF act 5, CCHF vOTU inh -11 and PrPC TRFRET 5.
For O=C(NCCCN1CCCC1=O)c1cc2ccccc2o1 the results were TcdB inh 3.1, Y pestis TopoI -1, SSB-PriA inh -10, BH1578 lux ind -2.6, Rv3671c protease 3, MazEF act 8, CCHF vOTU inh 0 and PrPC TRFRET 5.
Cc1ccc(NC(=S)N(CCCN(C)C)Cc2cc3cc4c(cc3[nH]c2=O)OCO4)cc1 was read as SARS 3CLpro inh 2, TcdB inh 0.1, Y pestis TopoI 8, SSB-PriA inh -1, BH1578 lux ind -0.4, Rv3671c protease -1, MazEF act 17, CCHF vOTU inh -26, PrPC TRFRET -4 and DUSP3 inh 14.
For CCOC(=O)CSc1n[nH]c(NC(=O)c2ccc(F)cc2)n1 the results were SARS 3CLpro inh 4, Y pestis TopoI -2, SSB-PriA inh -10, BH1578 lux ind inactive, Rv3671c protease 3, MazEF act -6 and DUSP3 inh 8.
Screening Cc1csc(NC(=O)CCC(=O)N(CC(=O)NC2CCCC2)c2ccccc2)n1 returned SARS 3CLpro inh 2, TcdB inh -1.2, Y pestis TopoI 9, SSB-PriA inh -15, BH1578 lux ind -0.4, Rv3671c protease -1, MazEF act -6, CCHF vOTU inh -7, PrPC TRFRET 3 and DUSP3 inh 31.
For COc1cc(C(=O)NCC(c2cccs2)N2CCOCC2)cc(Br)c1OCc1ccccc1 (stereo unspecified) the results were TcdB inh 0.9, Y pestis TopoI 24, SSB-PriA inh -10, BH1578 lux ind -0.6, Rv3671c protease -20, MazEF act 0, CCHF vOTU inh 26 and PrPC TRFRET 3.
CC(C(=O)OCC(=O)c1cccc([N+](=O)[O-])c1)N1C(=O)C2C3CCC(C3)C2C1=O (stereo unspecified) was read as SARS 3CLpro inh 4, TcdB inh 0.7, Y pestis TopoI -5, SSB-PriA inh -13, BH1578 lux ind -1.1, Rv3671c protease 4, MazEF act -3, CCHF vOTU inh -12, PrPC TRFRET -8 and DUSP3 inh 7.

Next section; it opens with the 3 that closed the last part.
Screening Cc1csc(NC(=O)CCC(=O)N(CC(=O)NC2CCCC2)c2ccccc2)n1 returned SARS 3CLpro inh 2, TcdB inh -1.2, Y pestis TopoI 9, SSB-PriA inh -15, BH1578 lux ind -0.4, Rv3671c protease -1, MazEF act -6, CCHF vOTU inh -7, PrPC TRFRET 3 and DUSP3 inh 31.
For COc1cc(C(=O)NCC(c2cccs2)N2CCOCC2)cc(Br)c1OCc1ccccc1 (stereo unspecified) the results were TcdB inh 0.9, Y pestis TopoI 24, SSB-PriA inh -10, BH1578 lux ind -0.6, Rv3671c protease -20, MazEF act 0, CCHF vOTU inh 26 and PrPC TRFRET 3.
CC(C(=O)OCC(=O)c1cccc([N+](=O)[O-])c1)N1C(=O)C2C3CCC(C3)C2C1=O (stereo unspecified) was read as SARS 3CLpro inh 4, TcdB inh 0.7, Y pestis TopoI -5, SSB-PriA inh -13, BH1578 lux ind -1.1, Rv3671c protease 4, MazEF act -3, CCHF vOTU inh -12, PrPC TRFRET -8 and DUSP3 inh 7.
`O=C(Cn1cnc2sc(-c3ccccc3)cc2c1=O)N1CCOCC1` gave SARS 3CLpro inh -1, Y pestis TopoI -2, SSB-PriA inh -3, BH1578 lux ind -1.6, Rv3671c protease -6, MazEF act 7, CCHF vOTU inh 5, PrPC TRFRET -10 and DUSP3 inh 6.
Screening Cc1ccccc1CCN(C(=O)Cn1nnc2ccccc21)C(C(=O)NC(C)(C)C)c1ccsc1 (stereo unspecified) returned SARS 3CLpro inh -4, TcdB inh -4.2&0.0, Y pestis TopoI 5, SSB-PriA inh 10, BH1578 lux ind -0.4, Rv3671c protease 10, MazEF act -12, CCHF vOTU inh 0, PrPC TRFRET 1 and DUSP3 inh -4.
`CCN(C(=O)COC(=O)c1ccc(S(=O)(=O)N2CCCc3ccccc32)cc1)C1CCS(=O)(=O)C1` (stereo unspecified) gave SARS 3CLpro inh -1, TcdB inh 0.0, Y pestis TopoI -5, SSB-PriA inh 3, BH1578 lux ind inactive, Rv3671c protease 2, MazEF act -8, CCHF vOTU inh -9, PrPC TRFRET -2 and DUSP3 inh 11.
`O=C(N/N=C/c1ccc(-c2ccc([N+](=O)[O-])cc2)o1)[C@H]1C[C@@H]1c1ccccc1` gave SARS 3CLpro inh 1, TcdB inh 0.4, Y pestis TopoI 3, SSB-PriA inh inactive, BH1578 lux ind inactive, Rv3671c protease -1, MazEF act -8, CCHF vOTU inh -8, PrPC TRFRET -4 and DUSP3 inh 0.
Screening CC(C)(C)c1cc(NC(=O)Nc2ccc(Cl)cc2Cl)no1 returned SARS 3CLpro inh -3, TcdB inh -1.5, Y pestis TopoI -1, SSB-PriA inh -1, BH1578 lux ind -1.3, Rv3671c protease -3, MazEF act -9, CCHF vOTU inh 4, PrPC TRFRET 7 and DUSP3 inh 0.
COc1ccc(-n2c(=S)[nH]c3cc(C(=O)NCc4ccc(F)cc4)ccc3c2=O)c(OC)c1 was read as SARS 3CLpro inh 3, TcdB inh 0.7, Y pestis TopoI -13, SSB-PriA inh 15, BH1578 lux ind -0.2, Rv3671c protease -22, MazEF act 4, CCHF vOTU inh 14, PrPC TRFRET 4 and DUSP3 inh 15.
Screening CN(CCc1ccccc1)c1ccc([N+](=O)[O-])cn1 returned SARS 3CLpro inh -2, TcdB inh -1.8, Y pestis TopoI 6, SSB-PriA inh -18, BH1578 lux ind inactive, MazEF act 2, CCHF vOTU inh -2, PrPC TRFRET -12 and DUSP3 inh 7.
Screening CCCCCCC(=O)O returned TcdB inh -2.0, Y pestis TopoI 1, SSB-PriA inh -15, BH1578 lux ind -0.4, Rv3671c protease -2, MazEF act 10, CCHF vOTU inh -6 and PrPC TRFRET 3.
`O=C(CNC(=O)c1ccncc1)N/N=C/c1ccccc1[N+](=O)[O-]` gave SARS 3CLpro inh 2, TcdB inh 0.6, Y pestis TopoI -2, BH1578 lux ind -0.2, Rv3671c protease 12, MazEF act 3, CCHF vOTU inh 21, PrPC TRFRET -26 and DUSP3 inh 31.
`O=S(=O)(Nc1ccc2c(c1)OCCO2)c1cccc(F)c1` gave SARS 3CLpro inh -1, TcdB inh -2.9, Y pestis TopoI -3, SSB-PriA inh 1&-16, BH1578 lux ind 4.6, MazEF act 1, CCHF vOTU inh -5, PrPC TRFRET 7 and DUSP3 inh 11.
For CCC(C)NC(=O)c1c(N)n(Cc2ccc3c(c2)OCO3)c2nc3ccccc3nc12 (stereo unspecified) the results were SARS 3CLpro inh 0, Y pestis TopoI -4, SSB-PriA inh -18, BH1578 lux ind inactive, Rv3671c protease -11, MazEF act -9, CCHF vOTU inh 16, PrPC TRFRET -3 and DUSP3 inh 4.
`COc1ccc(S(=O)(=O)N2CCOCC2)cc1NC(=O)CN1CCC(Cc2ccccc2)CC1` gave SARS 3CLpro inh 1, TcdB inh 0.4, Y pestis TopoI 21, SSB-PriA inh 14, BH1578 lux ind inactive, Rv3671c protease -4, MazEF act -5, CCHF vOTU inh -5, PrPC TRFRET 5 and DUSP3 inh 3.
O=C(Nc1ccc2c(c1)CCCN2C(=O)c1ccccc1)c1ccccc1 was read as SARS 3CLpro inh -4, TcdB inh 2.0, Y pestis TopoI -2, SSB-PriA inh 8, BH1578 lux ind -2.0, Rv3671c protease 0, MazEF act -1, CCHF vOTU inh 23, PrPC TRFRET 5 and DUSP3 inh 16.
C=CCC[C@@H](Cc1ccc(F)cc1)C(=O)OC[C@H](Cc1c[nH]c2ccccc12)NC(=O)[C@@H](CC=C)CC(=O)N[C@H](CO)Cc1ccccc1 was read as TcdB inh 0.2, Y pestis TopoI 9, SSB-PriA inh 8, BH1578 lux ind -1.0, Rv3671c protease -3, MazEF act -5, CCHF vOTU inh 14 and PrPC TRFRET -1.
Screening O=C(Nc1ccc(Br)cc1)c1ccc(-n2cnnn2)cc1 returned SARS 3CLpro inh 2, TcdB inh -8.9, Y pestis TopoI 3, SSB-PriA inh -6, BH1578 lux ind -0.3, Rv3671c protease -2, MazEF act 6, CCHF vOTU inh 8, PrPC TRFRET 6 and DUSP3 inh 1.
`COC(=O)c1ccc(C(=O)OC)c(NC(=O)CSc2ccccn2)c1` gave SARS 3CLpro inh 1, Y pestis TopoI 12, SSB-PriA inh -20, BH1578 lux ind inactive, Rv3671c protease -4, MazEF act -2, CCHF vOTU inh -6, PrPC TRFRET -4 and DUSP3 inh 28.
`Nc1ncnc(Nc2ccccc2Oc2ccccc2)n1` gave TcdB inh 0.6, Y pestis TopoI 6, SSB-PriA inh -8, BH1578 lux ind 0.9, MazEF act 6, CCHF vOTU inh 6 and PrPC TRFRET -2.
COc1ccc2ccccc2c1CN1CCN(C)CC1 was read as SARS 3CLpro inh -1, Y pestis TopoI -9, SSB-PriA inh -8, BH1578 lux ind -0.2, Rv3671c protease 2, MazEF act 7, CCHF vOTU inh -1, PrPC TRFRET -9 and DUSP3 inh 20.
